# Screening data: PubChem BioAssay, several laboratories
# ER stress rescue – rescue of cells from ER stress-induced death, primary screen, 384-well, CSM14.1, thapsigargin, ATP luminescence (AID 1222); CSM14.1 thapsigargin-induced death rescue, ATP luminescence; higher % means a stronger effect; one-dose cellular ATP content (survival), % at 20 µM; EC50 in µM for titrated hits; 190,000 tested, under 10 active;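 active = EC50 below 50 µM in the dose-response confirmation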;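 note: death triggered by thapsigargin at about 15 µM added after 2 h compound pretreatment; cell ATP read after overnight thapsigargin exposure of roughly 18 to 22 hours; normalized against plate controls of thapsigargin alone and 5% DMSO vehicle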
# XIAP antagonists – XIAP antagonists, biochemical, IAP family, fluorescence polarization (AID 1018). E3 ubiquitin-protein ligase XIAP (Homo sapiens). XIAP BIR domain, fluorescence polarization peptide displacement; higher % means a stronger effect. hit rate 0.007% among 200,000. displacement, % at 20 µM, or IC50 in µM where a hit was titrated; in the data active = displacement above about 50%; note: a part of the inactive calls stands beside numbers as strong as those of hits
# Autophagy HCS – autophagy modulators in MEF cells, primary screen, imaging, high-content, MEF GFP-LC3 | MEF GFP-LC3 puncta imaging; test concentration mostly 10 µM | calls only at 10 µM (by protocol) | hit rate 0.98% among 190,000;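 active = percentage of spot-positive cells more than 3 SD above its plate mean, without a fluorescence outlier flag or 80% toxicity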;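 note: spot-positive cell cutoff set from DMSO-treated cells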
# MT stabilize HCS – microtubule stabilizers in HeLa cells, primary screen, imaging, high-content imaging. % tubulin-high responders, % at 10 µM. AID 2205, 2009. HeLa tubulin immunostaining HCS, 24 h; share of cells brighter than vehicle mean+2SD. hit rate 0.83% among 200,000;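 active = plate Z-score above 3 for both tubulin-high and condensed-nucleus cell shares, with cell loss under 80%, at 10 µM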;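 note: anti alpha tubulin signal scored within the nucleus-defined area of each cell; some results filed as inactive read as strong as hits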
# WT yeast gro inh – growth inhibition of WT strain, primary screen, mitochondrial fusion inhibitor project, WT and mutant strains, chemical genetic | mitochondrial fusion phenotypic screen | inhibition, % at 10 µM | hit rate 2.1% among 190,000 | AID 1362, 2008; in the data active = inhibition above about 58%; tested in S. cerevisiae
# Dynein transport – inhibitors of GR-EGFP nuclear translocation, primary screen, dynein cargo transport inhibitor project, imaging, high-content, 3617.4 mouse cells | test concentration mostly 20 µM; stimulated with dexamethasone, 1 µM; stronger effect = lower value | z-score, hits read low | hit rate 0.47% among 220,000 | AID 1381, 2008;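 active = plate z-score of nuclear minus cytoplasmic receptor signal below a set negative limit, without overly bright fluorescence or cell loss, cut at about -3.5 in these data, passing the limit was not always enough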;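 note: z-score of nuclear minus cytoplasmic ring GR-EGFP intensity difference per well; some compounds called inactive have numbers as strong as hits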
#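 Buffer or medium: tet-free, stripped-serum medium; Also added: dexamethasone, 1.0 µM final; Technique: high-content fluorescence imaging after fixation; Times: 48 h induction, 1 h compound, 30 min dex at 37 °C; Read-out: per-cell GR-EGFP intensity, nucleus versus surrounding cytoplasmic ring, well-averaged.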
# Ins promoter up – insulin promoter activators in MIN6 cells, imaging, high-content screening, mouse beta cells; AID 1625, 2009; z-score at 5 µM; hit rate 0.3% among 190,000; MIN6 insulin promoter-GFP reporter; stronger effect = higher value;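 active = z-score above 3 at 5 µM with at least 500 cells counted in the well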
# Lipid droplet – inhibitors of hepatocyte lipid droplet formation, primary screen, imaging, high-throughput imaging, BODIPY stain; AML12 mouse hepatocytes, oleate lipid droplets; inhibition, % at 6.5 µM; hit rate 0.4% among 240,000; AID 1656, 2009;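 active = lipid droplet intensity inhibited by at least 50%, with more than 500 cells counted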
#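 Test system: AML12 mouse liver cells; schedule: overnight exposure; technique: high-content imaging of BODIPY-stained droplets and DAPI nuclei; read-out: % inhibition of corrected integrated BODIPY droplet signal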
# b-catenin transl – modulators of beta-catenin nuclear translocation, primary screen, imaging, HeLa cells, immunofluorescence, high-content; nuclear translocation activity, % at 5 µM; hit rate 0.3% among 190,000; AID 1665, 2009;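 active = nuclear translocation activity above 50% at 5 µM, with a well cell count of 50 or more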;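 note: per-cell ratio of nuclear to cytoplasmic median beta-catenin stain intensity; plate controls were DMSO negative control for no effect and GSK-3 inhibitor IX positive control for full effect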
#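 Technique: fluorescence imaging of beta-catenin antibody stain plus DAPI / Material: human HeLa cell line / Incubation: compound treatment 24 h, 37°C, 5% CO2 / Read-out basis: % activation of per-cell nuclear versus cytoplasmic median beta-catenin signal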
# WT yeast gro inh mutant strain – recorded beside WT yeast gro inh, whose call it bears; inhibition, %; mitochondrial fusion phenotypic screen, mutant strain inhibition
# Dynein transport cytoplasmic EGFP – further read-out of Dynein transport, marked with its call; z-score; measured here: cytoplasmic GR-EGFP intensity; stronger effect = higher value
# Dynein transport nuclear GR-EGFP – further read-out of Dynein transport, marked with its call; z-score; measured here: nuclear GR-EGFP intensity;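 lower value marks the stronger effect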
# Dynein transport cell count – recorded beside Dynein transport, whose call it bears; z-score; measured here: cell count per field
# Ins promoter up cell count – second read-out of Ins promoter up, no call of its own (marks repeat the call); cell count; measured here: cytotoxicity, nuclei count;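 total cells summed across four imaged fields per well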
# Lipid droplet cells 6.5 µM – also measured in Lipid droplet; calls as there; cell count; measured here: cell count, cytotoxicity flag;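 cells counted across two imaged fields per well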
# b-catenin transl cell count 5 µM – second read-out of b-catenin transl, no call of its own (marks repeat the call); cell count; measured here: cell count, cytotoxicity flag
# MT stabilize HCS Hoechst-high % – also measured in MT stabilize HCS; calls as there; % Hoechst-high responders; measured here: nuclear condensation Hoechst responders;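 share of cells brighter than vehicle mean plus two SD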
# MT stabilize HCS cytotoxicity % – further read-out of MT stabilize HCS, marked with its call; toxicity, %; measured here: cytotoxicity by cell density;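 0% = mean cell density of plate MIN control wells and 100% = no cells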
# Autophagy HCS cell loss 18 h – second read-out of Autophagy HCS, no call of its own (marks repeat the call); toxicity, %; measured here: cell loss, nuclei count;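 cell loss after 18 h compound exposure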
# The depositor's hits bear a star; i = inactive; x = not tested or not shown.
# The line under a structure holds: ER stress rescue	XIAP antagonists	Autophagy HCS	Autophagy HCS cell loss 18 h	MT stabilize HCS	MT stabilize HCS Hoechst-high %	MT stabilize HCS cytotoxicity %	WT yeast gro inh	WT yeast gro inh mutant strain	Dynein transport	Dynein transport cytoplasmic EGFP	Dynein transport nuclear GR-EGFP	Dynein transport cell count	Ins promoter up	Ins promoter up cell count	Lipid droplet	Lipid droplet cells 6.5 µM	b-catenin transl	b-catenin transl cell count 5 µM
> COc1ccc(-c2nc(N/N=C(\C)c3ccc(O)cc3)c3ccccc3n2)cc1
→ x	x	x	x	x	x	x	x	x	0.31	-0.23	-0.26	0.82	-1.1	1266	6	743	0.5	1233
> CC1Cc2nc(SCC(=O)OCc3ccccc3)n(C)c(=O)c2S1 (stereo not drawn)
→ -2.2%	-9.4%	i	-8	5.3	2.3	12	21	4	2.7	-0.064	1.8	-1.5	1.2	1773	-1	648	-1.0	1050
> CN(C)c1ccc(-c2nnc(SCC3CCCO3)n2C)cc1 (stereo not drawn)
→ -0.9%	-10%	i	17	2.7	2.3	4.0	-7	17	-0.56	-0.27	-0.14	0.74	0.39	1458	9	659	0.2	1047
> COc1cc(/C=C(\C#N)c2ccccn2)ccc1OCc1ccc(Cl)cc1
→ -2.2%	19%	i	-1	8.0	2.9	10	4	-6	-0.54	-0.18	-0.57	-0.12	-0.91	1386	5	643	1.8	1115
> COC(=O)c1[nH]c2cccc(Cl)c2c1NC(=O)CN1CCN(CCO)CC1
→ 0.0%	-0.4%	i	14	4.3	2.1	3.2	22	24	0.99	-0.22	0.66	-0.092	x	x	x	x	-0.1	821
> COc1ccccc1Nc1nccc(N(C)C)c1C#N
→ 4.0%	-1.1%	i	-32	2.0	2.1	1.5	-2	9	0.99	-0.21	0.43	-0.43	0.04	1455	-12	694	-0.2	933
> COc1ccc(Cl)cc1NC(=O)CN(C)CC(=O)Nc1ccc(C)cc1Br
→ -1.4%	-4.2%	i	4	3.5	2.7	7.4	46	6	0.49	-0.14	0.28	-1.4	x	x	12	729	0.3	1042
> Cc1ccccc1/C=N\NC(=O)c1ccccc1-n1cccc1
→ x	-4.6%	i	3	12	1.2	8.9	-18	6	0.042	-0.17	0.086	0.00056	0.14	1290	-25	679	-3.6	1065
> O=C(O)CCCN1C(=O)c2ccc(C(=O)c3cccc([N+](=O)[O-])c3)cc2C1=O
→ -2.0%	-3.5%	i	9	1.2	1.2	5.9	-2	-1	0.36	-0.27	0.16	0.23	-0.19	1586	14	657	-1.7	986
> CSc1nc(-c2ccco2)nn1C(=O)c1ccccc1Cl
→ x	x	x	x	x	x	x	x	x	0.32	-0.1	0.6	-0.43	-0.05	983	-12	663	0.2	1260
> Cc1ccc(CNC(=O)CN2CCN(Cc3ccc(Cl)cc3)C2=O)cc1
→ -2.0%	-1.8%	i	-2	2.5	1.6	6.7	5	0	-0.56	-0.21	0.055	-0.28	0.87	906	-28	740	-1.0	961
> C=C[C@]1(C)C[C@H]1[C@H](NP(=O)(c1ccccc1)c1ccccc1)c1ccccc1
→ -4.7%	-6.4%	i	-41	2.9	1.7	5.2	12	-22	0.22	-0.14	0.45	0.8	0.23	1070	-2	714	-0.6	547
> CN(C)CCCNS(=O)(=O)c1cc(Cl)c(Cl)cc1Cl
→ x	x	x	x	x	x	x	x	x	-0.45	-0.25	-0.19	0.51	-0.61	1475	-2	709	-3.7	1166
> CCOC(=O)c1sc2ncn(C(CC)C(=O)OCC)c(=O)c2c1C (stereo not drawn)
→ 1.0%	1.4%	i	-12	2.9	1.7	2.7	23	31	-0.25	-0.2	0.042	0.77	0.26	1293	x	x	-0.4	753
> c1ccc(-c2noc(-c3cccnc3)n2)cc1
→ -2.6%	-2.2%	i	14	14	6.1	23	6	6	-1.2	0.25	-0.34	0.49	-0.57	1998	23	738	-1.4	1070
> O=C(O)c1cc(-c2ccc3c(c2)OCCO3)n[nH]1
→ -1.9%	-8.1%	i	9	2.4	2.5	3.4	-2	-7	0.001	-0.34	0.47	0.11	1.2	1489	-4	731	-0.8	998
> CCNC(=O)CC1C(=O)N(c2ccc(F)cc2)C(=S)N1CCc1ccncc1 (stereo not drawn)
→ -1.5%	-7.5%	i	22	3.6	1.8	1.4	-5	2	-0.27	-0.31	-0.11	0.65	0.13	1146	-2	685	-4.8	1039
> O=C(NNC(=O)C1CCN(Cc2ccc(Cl)c(Cl)c2)CC1)c1cccs1
→ 0.6%	-9.3%	i	13	1.1	1.7	8.1	6	4	0.086	-0.23	0.17	0.36	0.88	1365	16	604	0.8	1339
> CCCc1cc(=O)n2[nH]c(C)c(-c3ccccc3)c2n1
→ 1.4%	-0.5%	i	24	1.5	2.3	6.8	9	0	0.29	0.06	0.77	-0.13	-0.69	1273	x	x	-1.4	1161
> NC(N)=N/N=C/c1ccccc1
→ 0.1%	-1.7%	i	29	0.8	1.0	4.6	7	-2	-0.2	0.046	0.24	-0.55	0.1	871	12	789	x	x
> O=C(c1ccccc1Oc1nnnn1-c1ccccc1)N1CCOCC1
→ x	-0.8%	i	-7	3.3	2.3	4.7	13	16	-0.4	-0.27	-0.18	0.68	0.75	1270	-7	676	x	x
> Cc1ccc(S(=O)(=O)N2CCCCC2)cc1NC(=O)C1CC(=O)N(Cc2ccccc2)C1 (stereo not drawn)
→ 4.0%	-3.9%	i	1	2.4	2.1	3.1	-15	4	0.58	-0.23	0.44	-0.38	x	x	-22	735	-4.0	1168
> O=C1C2C3CCCC3=C3CCCC3C2C(=O)N1c1ccc(Cl)cc1 (stereo not drawn)
→ -1.0%	-3.7%	i	34	1.6	2.2	11	x	x	-0.19	-0.082	0.14	-0.96	0.07	804	5	688	-4.0	1216
> CN1C(=O)C2(OCC(COc3ccc(Cl)cc3)O2)c2ccccc21 (stereo not drawn)
→ -2.1%	-0.1%	i	-11	1.8	1.8	5.6	13	5	-0.2	-0.17	-0.11	0.41	0.59	1196	5	724	x	x
> O=C(C1CCCCN1S(=O)(=O)c1ccc(F)cc1)N1CCN(c2ccccc2F)CC1 (stereo not drawn)
→ x	1.3%	x	x	7.3	2.3	8.9	10	-3	-1.6	-0.11	-0.65	0.027	-0.61	1857	-2	703	-0.7	1109
> COc1cnn(C(C)(C)C)c(=O)c1Cl
→ -2.7%	-8.0%	i	2	0.9	1.5	9.9	3	-3	-0.51	-0.21	-0.33	0.62	1.6	1402	x	x	-3.2	1352
> CCOCCCN(Cc1ccco1)C(=O)c1cc2c(=O)[nH]c3ccc(C)cc3c2s1
→ 0.3%	-4.1%	i	15	9.4	4.1	0.9	6	-2	2.6	-0.032	1.5	-1.4	-0.92	1040	x	x	x	x
> Cc1c(N=Cc2cccnc2)c(=O)n(-c2ccccc2)n1C
→ -2.5%	-2.6%	i	-11	4.2	2.4	5.8	-3	-18	-0.46	-0.21	0.047	1.1	x	x	2	729	5.8	438
> COc1ccccc1NC(=O)c1ccc(N)cc1
→ -0.2%	-4.6%	i	0	3.0	4.9	11	4	0	-0.22	-0.14	0.5	0.67	0.08	1073	x	x	0.5	1120
> O=C(O)C1CC=CCC1C(=O)Nc1ccc(S(=O)(=O)N2CCCc3ccccc32)cc1 (stereo not drawn)
→ -1.2%	-5.0%	i	-2	1.2	1.9	5.2	-16	-3	-0.75	-0.24	-0.18	-0.23	0.03	1288	-15	730	0.0	1049
> Fc1ccc(Nc2nc(N/N=C/c3ccco3)nc(N3CCCCC3)n2)cc1
→ -1.3%	-3.6%	i	12	4.6	3.4	8.5	82*	14*	0.26	-0.082	0.45	-1.8	-1.1	1002	19	662	-1.4	1086
> CS(=O)(=O)N(CC(=O)NCc1ccco1)c1ccc(Cl)c(C(F)(F)F)c1
→ -1.6%	-3.8%	i	9	4.4	1.9	6.7	3	2	-0.76	-0.17	-0.1	-0.047	-0.06	1306	x	x	-3.4	888
> NC(=O)CCC(NS(=O)(=O)c1ccc(Cl)cc1)C(=O)NCc1ccc(Cl)cc1 (stereo not drawn)
→ 3.6%	-9.2%	i	9	1.8	1.9	0.2	4	18	-0.36	-0.059	-0.5	0.61	0.4	1304	-1	626	x	x
> N#Cc1c(N)nc(SCC(=O)NCc2ccc3c(c2)OCO3)c(C#N)c1-c1cccs1
→ 2.3%	-1.0%	i	-3	4.3	2.7	0.5	3	8	-0.61	-0.24	-0.073	0.11	0.62	1165	x	x	-6.6	958
> CCOC(=O)N1CCC(N2CCN(C3CCCC3)C(CCO)C2)CC1 (stereo not drawn)
→ 2.2%	-12%	i	14	3.8	1.2	7.0	1	0	-0.66	-0.32	-0.36	0.98	-0.16	1450	-2	667	0.6	989
